FUS suppressor: rescues growth of FUS-expressing yeast | S. cerevisiae FUS-expressing, growth rescue, OD600, 24 h | Potency, µM (highest dose often 76.6 µM), inactives show at the top dose growth rescue (activation), usual class: activators | 0.24% of 390,000 active;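 further: potency means the concentration at half of the fitted maximal effect; plate controls were DMSO vehicle for no effect and reference control for full effect; nearly all actives have a fitted effect of over 55% in size; some results filed as inactive show a strong effect at the top dose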
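Yeast FUS proteinopathy model; galactose-induced FUS (2%), starting OD 0.005. Cpds in dilution series, 24hr, 30C, 99% humidity. Abs 600 nm growth. Pos ctrl CP55940 (top 92uM final); neg ctrl DMSO.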
IL-2 act: IL-2 activation | AID 652025 | activation, % (series mostly up to about 46 µM) | 0.065% of 360,000 active | IL-2 activation reporter assay, cell-based qHTS; stimulated with anti-CD3/CD4/CD28 beads; in transgenic mouse T cells; in the data active means activation above about 50%; inconclusive means mostly about 30% to 49%; further: 0% is about no effect
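First, unstimulated transgenic mouse T cells were exposed to compound for 60 min. Next, anti-CD3/anti-CD4-coated beads with anti-CD28 were added. Finally, after 18 h at 37 degrees C, EGFP and DsRed were imaged.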
Abeta yeast res: restores growth of yeast expressing A-beta42 peptide; 0.063% of 410,000 active; yeast expressing A-beta42, growth rescue, OD600, 48 h; response scale: 0% DMSO, 100% iron-clioquinol control; Potency, µM (doses to about 46.1 µM), without a hit: at the highest dose growth rescue, hits mostly activators; further: potency means the concentration at half of the fitted maximal effect; nearly all actives have a fitted effect of over 55% in size
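Growth rescue measured by 600 nm absorbance after 48 h yeast culture at 30 C with compound. Values normalized between DMSO and an equimolar ferric chloride plus clioquinol control.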
EPAC1 antag: antagonists of human EPAC1. 0.14% of 360,000 active. Potency, µM (top dose mostly 115 µM), for inactives: top-dose activity change, negative = inhibition, hits mostly inhibitors. EPAC1 GEF assay, Rap1b-BODIPY-GDP exchange fluorescence;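 further: potency means the concentration at half of the fitted maximal effect; plate controls were vehicle for no effect and positive control for full effect; nearly all actives have a fitted effect of over 50% in size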
PI5P4Ka inh: blocks human PI5P4K alpha kinase activity | 1.2% of 330,000 active | PI5P4Kalpha enzyme, ADP-Glo luminescence, 60 min; stronger effect = lower value | max response, % | P48426; active means max response of -50% or lower; inconclusive means between -30% and -50%; inactive means -30% or higher; further: value at the top dose of about 77 µM; on the % scale 0 is the no-effect control and ±100 the full control effect
Target sequence (P48426 whole entry, looked up): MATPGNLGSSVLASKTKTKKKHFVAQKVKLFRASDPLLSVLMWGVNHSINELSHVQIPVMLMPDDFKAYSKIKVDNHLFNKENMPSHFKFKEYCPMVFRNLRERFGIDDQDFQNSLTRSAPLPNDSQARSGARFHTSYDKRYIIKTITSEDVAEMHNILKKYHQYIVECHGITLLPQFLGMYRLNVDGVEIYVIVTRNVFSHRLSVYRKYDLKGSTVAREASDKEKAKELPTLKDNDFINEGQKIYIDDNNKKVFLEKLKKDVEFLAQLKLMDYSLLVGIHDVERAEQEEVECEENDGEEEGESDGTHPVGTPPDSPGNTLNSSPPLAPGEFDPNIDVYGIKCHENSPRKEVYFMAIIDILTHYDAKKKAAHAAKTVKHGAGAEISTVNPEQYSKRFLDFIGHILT
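ADP-Glo luminescence end-point read after a 60 min room-temperature kinase reaction of PI5P4Kalpha plus substrate, initiated with ATP at 5 microM final. Buffer: 0.038 M HEPES pH 7.4, EGTA, 0.1% CHAPS, 5% DMSO.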
PLK1 PBD block: blocks phosphopeptide binding to human PLK1 polo-box domain | Plk1 PBD binding of FITC phosphopeptide, fluorescence polarization | 2.8% of 360,000 active | Potency, µM, for inactives: max response, negative = inhibition, actives largely listed as inhibitors; further: potency means the concentration at half of the fitted maximal effect; series mostly up to about 57 µM; on the % scale 0 is the no-effect control and ±100 the full control effect; nearly all actives have a fitted effect of over 65% in size
Target sequence (P53350 whole entry, looked up, the tested form may be a part): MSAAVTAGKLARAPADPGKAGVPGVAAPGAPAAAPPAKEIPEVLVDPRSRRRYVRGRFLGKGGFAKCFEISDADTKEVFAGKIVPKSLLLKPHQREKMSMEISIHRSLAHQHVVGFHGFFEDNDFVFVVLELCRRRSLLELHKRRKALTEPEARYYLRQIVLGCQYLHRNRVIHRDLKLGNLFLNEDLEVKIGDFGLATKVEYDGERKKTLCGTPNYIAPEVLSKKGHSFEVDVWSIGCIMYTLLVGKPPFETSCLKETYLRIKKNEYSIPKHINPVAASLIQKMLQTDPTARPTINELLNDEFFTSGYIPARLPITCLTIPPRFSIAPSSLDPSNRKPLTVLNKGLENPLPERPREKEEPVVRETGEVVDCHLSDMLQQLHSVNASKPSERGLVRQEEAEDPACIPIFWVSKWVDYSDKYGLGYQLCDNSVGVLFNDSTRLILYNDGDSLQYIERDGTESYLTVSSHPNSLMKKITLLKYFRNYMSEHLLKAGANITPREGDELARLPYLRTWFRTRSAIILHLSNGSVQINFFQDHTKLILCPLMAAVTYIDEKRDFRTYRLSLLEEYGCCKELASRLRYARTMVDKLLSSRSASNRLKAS
WRN helicase inh: blocks human WRN helicase | Q14191 | WRN helicase unwinding, fluorescent forked duplex, kinetic | Potency, µM (highest dose often 114 µM), for inactives: at the highest dose activity change, negative = inhibition, actives largely listed as inhibitors | 0.46% of 360,000 active; further: potency means the concentration at half of the fitted maximal effect; on the % scale 0 is the no-effect control and ±100 the full control effect; nearly all actives have a fitted effect of over 55% in size
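Fluorescence dequenching readout, ex 525 nm/em 598 nm, kinetic mode: forked duplex DNA (100 nM final) with adjacent fluorophore and quencher unwound by WRN (20 nM final) with 2 mM ATP. Compound preincubation 15 min, room temperature.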
EPAC1 agonist: EPAC1 (human) agonism | O95398 | EPAC1 agonist qHTS, biochemical assay; response scale: 100% = response to 6.5 mM cAMP | Potency, µM (titrated, usually from 154 µM), inactives show at the top dose activation, usual class: activators | 0.073% of 360,000 active | AID 720707; further: potency means the concentration at half of the fitted maximal effect; nearly all actives have a fitted effect of over 60% in size
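Nucleotide exchange by EPAC1 (100 nM) on Rap1B–BODIPY-GDP (250 nM) in the presence of 50 uM GDP is tracked fluorescently at 480/540 nm over 30 min. Signals are normalized to a 6.5 mM cAMP control.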
Active calls of the source: *; ? = inconclusive; . = no result given; & = joins results of further samples; [ ] = remark or other dose. Unless noted, the call rests on the fitted dose curve; in most records, active means well fitted curve in the direction sought with a large enough effect; inconclusive means small, poorly fitted or top-dose-only effect, or another doubt; inactive means no such curve, though single readings can be large; an effect the other way counts as inactive or inconclusive. Hits appear at their usual frequency; about 4.1% have a hit in one of these screens.

SMILES | FUS suppressor | IL-2 act | Abeta yeast res | EPAC1 antag | PI5P4Ka inh | PLK1 PBD block | WRN helicase inh | EPAC1 agonist
NCCCC[C@@H](C(=O)N1CCNCC1)n1cc([C@@H](N)CO)nn1 | -19% | 0.3 | -8% | 8% | 1 | 1% | 12% | 4%
O=C(CCSc1nc2cc(Cl)ccc2o1)N1CCOCC1 | 11% | 1.7 | 15% | -12% | 5 | -25% | -8% | 6%
Cc1cc(=O)oc2cc(OCC(=O)N3CCC(C(N)=O)CC3)ccc12 | -16% | -0.3 | -17% | -2% | 1 | -10% | 2% | 6%
O=C(Nc1ccnn1C1CCN(C(=O)Cc2ccccc2F)CC1)C1CC1 | 3% | 0.6 | 2% | -13% | 1 | -12% | -18% | -24%
C[C@@H]1CNC(=O)c2c(C(=O)NCC(=O)OC(C)(C)C)ncn21 | -6% | -2.5 | 3% | -2% | 2 | 3% | -2% | -1%
O=C(CSc1nnc(SCc2cccc3ccccc23)s1)c1ccc2c(c1)OCO2 | . | 0.0 | -12% | 5% | ? | -25% | -8% | 10%
CCOC1=C2CN(S(=O)(=O)c3ccc(C)cc3)[C@H](c3cccc(Cl)c3)C[C@@H]2N(S(=O)(=O)c2ccccc2[N+](=O)[O-])[C@H](c2ccccc2)C1 | ? | -0.2 | -5% | 0% | 1 | 2% | -3% | -8%
COc1ccc(CC(C)N2CCN(c3ccccc3)CC2)cc1OC (stereo unspecified) | 23% | 1.7 | -29% | 16% | . | -8% | -8% | -3%
Cc1ccc(NC(=O)c2cc(N3C(=O)CCC3=O)ccc2N2CCCCC2)cc1 | -35% | 0.8 | -1% | -12% | 7 | -5% | 3% | -1%
CCCn1nnc(NC(=O)C(c2ccccc2)c2ccccc2)n1 | 19% | -1.3 | 3% | 7% | . | 0% | 3% | 3%
CCN(CC(=O)Nc1ccccc1C(F)(F)F)C(=O)CCc1nc2sc3c(c2c(=O)[nH]1)CCCC3 | 21% | -2.3 | 12% | -5% | ? | -15% | -3%[11.6 µM] | 7%
O=c1[nH][nH]c2c1[C@H](c1ccc(F)cc1)O[C@H](CCc1ccccc1)C2 | ? | -0.9 | -5% | ? | -6 | ? | -2% | -5%
COc1ccccc1NC(=O)COc1ccccc1C(=O)c1cnn(-c2ccccc2)c1 | ? | -4.3 | 0% | -20% | -2 | 3% | -1% | -1%
O=C(Nc1nnc(SCC(=O)N2CCCC2)s1)C1CC(=O)N(c2ccc(F)cc2)C1 (stereo unspecified) | 20% | 2.6 | -13% | 1% | ? | -24% | 0% | -12%
O=[N+]([O-])c1ccccc1S(=O)(=O)Nc1cccnc1 | 2% | 4.2 | -4% | -8% | -8 | 1% | 5% | -7%
CCOC(=O)N1CCC(NC(=O)c2cc(C(=O)NCc3cccc(Cl)c3)ccc2CO)CC1 | 35% | -2.9 | -2% | 2% | -6 | -4% | 15% | -11%
C[C@@H](NC(=O)[C@@H]1CCCN1C(=O)[C@@H]1CCCN1C(=O)c1cccc2ccccc12)c1ccccc1 | 32% | -1.1 | -3% | -5% | 0 | 3% | -6% | -4%
COc1ccc(Oc2cc(C)c3cccc(C)c3n2)cc1 | 15% | -2.1 | 14% | -2% | -3 | -7% | -7% | 20%
CN1C(=O)N(CC(=O)Nc2ccc(C(F)(F)F)cc2)C(=O)C12CCCCC2 | 38% | -5.0 | 14% | 2% | 3 | 3% | 1% | -6%
COc1ccccc1CCNC(=O)CCn1c(=O)c2cccn2c2ccc(F)cc21 | 37%&35% | -1.7 | -8%&0% | -1% | -9 | -4% | 1% | -9%
C/C(CC(=O)NC1C2CC3CC(C2)CC1C3)=N\NC(=O)Cc1cccs1 (stereo unspecified) | 3% | -0.4 | 1% | 7% | -3 | -9% | 13% | 8%
COc1cc2c(cc1OC)C(NNC(=O)c1ccc(Br)o1)=NC(C)(C)C2 | -7% | -0.5 | -4% | -10% | 2 | -1% | 9% | -5%
Cc1ccccc1-n1c(=O)cc(N2CCN(Cc3ccccc3)CC2)[nH]c1=O | 8% | 0.4 | 4% | -9% | 0 | -7% | 8% | 0%
O=C(Nc1cc(C(F)(F)F)ccc1N1CCOCC1)c1cncc(Br)c1 | 25% | 7.9 | 2% | -1% | . | -3% | 6% | 3%
O=C(OCc1ccccc1)N1CCC2CC1c1cc(N3CCNCC3)ccc12 (stereo unspecified) | 27% | -3.0 | 3% | 2% | 2 | -14% | 7% | -5%
Cc1ccc(CNC(=O)CSc2c3c(nc4cc(Cl)ccc24)CCCC3)o1 | ? | -1.6 | -5% | 8% | ? | ? | -32% | 2%
CCOC(=O)c1c(C)noc1-c1ccco1 | 7% | -0.2 | 11% | -3% | 2 | 2% | -1% | 6%
CCn1nc(NS(=O)(=O)c2ccc([N+](=O)[O-])cc2)c2cc3ccc(C)cc3nc21 | 5% | 0.9 | -2% | -12% | -1 | -8% | -6% | 0%
CC12CC3CC(C)(C1)CC(C(=O)Nc1nn[nH]n1)(C3)C2 | 5% | -0.8 | 15% | -2% | . | -7% | 1% | -1%
Cc1ccc2cc(-c3noc(C4CCCO4)n3)c(=O)[nH]c2c1 (stereo unspecified) | -11% | 1.5 | 9% | 3% | -5 | -5% | 10% | -4%
O=C(Cc1ccccc1[N+](=O)[O-])NCCC1=CCCCC1 | 3% | 0.6 | -1% | 9% | 5 | -15% | 3% | -5%
CCOC(=O)c1ccc(NC(=O)Nc2c(C)nn(C)c2C)cc1 | -3% | -3.0 | 2% | 11% | . | -4% | -1% | 5%
CC(OC(=O)C1CCCC1)C(=O)Nc1ccc(C(N)=O)cc1 (stereo unspecified) | 18% | 3.9 | -9% | 3% | -3 | -18% | -3% | -1%
O=C(COC(=O)c1ccc(Cl)nc1)NC1CCCCCC1 | 7% | 2.5 | 4% | 5% | 5 | -13% | 6% | -4%
O=C(c1ccc(-c2ccccc2)cc1)c1ccccc1C(=O)N1CCOCC1 | 24% | 0.8 | 16% | 0% | . | 0% | 2% | 6%
COc1cccc(CN(Cc2ccccc2F)S(=O)(=O)c2ccc(S(=O)(=O)NCc3ccccc3)cc2)c1 | 18% | 0.3 | 24% | 2% | 8 | 1% | 0% | 0%
C/C(=N\NC(=O)C1COc2ccccc2O1)c1cc2ccccc2o1 (stereo unspecified) | 16% | -0.8 | 2% | -2% | 0 | -12% | -8% | -5%
O=C(NCc1cccs1)c1ccccc1C(=O)NCc1cccs1 | 21% | -0.6 | -10% | 0% | 1 | -8% | -13% | -2%
Cc1ccc(N2CCN(/N=C/c3ccccc3[N+](=O)[O-])CC2)cc1 | -11% | -3.3 | -4% | -18% | -4 | -1% | 8% | 0%
C(=N\Nc1ccc2ccccc2n1)/c1ccc2c(c1)OCO2 | 35% | 3.0 | -13% | 5% | -16 | -12% | -12% | 24%

Two of the compounds above, comma-delimited.
canonical_smiles,FUS suppressor,IL-2 act,Abeta yeast res,EPAC1 antag,PI5P4Ka inh,PLK1 PBD block,WRN helicase inh,EPAC1 agonist
O=C(Cc1ccccc1[N+](=O)[O-])NCCC1=CCCCC1,3%,0.6,-1%,9%,5,-15%,3%,-5%
COc1cc2c(cc1OC)C(NNC(=O)c1ccc(Br)o1)=NC(C)(C)C2,-7%,-0.5,-4%,-10%,2,-1%,9%,-5%

Following part:
SMILES | FUS suppressor | IL-2 act | Abeta yeast res | EPAC1 antag | PI5P4Ka inh | PLK1 PBD block | WRN helicase inh | EPAC1 agonist
CCOc1ccc(NC(=O)c2ccc(OCC3CCCO3)cc2)cc1S(=O)(=O)N(CC)CC (stereo unspecified) | . | 0.1 | -6% | -3% | 1 | -3% | 5% | -14%
Cn1ncc(Br)c1C(=O)Nc1ccc(F)cc1F | 17% | 0.6 | 1% | -4% | . | -7% | 6% | 11%
CCN1CCN(c2cc(N3CCN(C(=O)c4ccco4)CC3)c3c4c(onc24)-c2ccccc2C3=O)CC1 | 37% | -2.9 | -9% | ? | -16 | 40%[activator] | 152%[activator] | 12%
Cn1nc(C(=O)OCC(=O)N(Cc2ccccc2)C(C)(C)C)c2ccccc2c1=O | ? | -1.4 | -6% | 1% | 0 | -5% | 12% | 7%
CCCCN=C1NN=C(c2cc3ccccc3o2)CS1 | 14% | -2.6 | -9% | -2% | -18 | -17% | -10% | 13%
CN(C)c1ccc(/C=N/NC(=O)c2cnc3ccccc3c2)cc1 | -26% | 170* | -7% | 12% | -4 | -1% | -10% | 1%
Cn1c(=O)c2c(ncn2CCOc2cccc(Br)c2)n(C)c1=O | -9% | 3.9 | 1% | 2% | 3 | 1% | 0% | -2%
COc1ccc(NC(=O)N(C)C[C@H]2Oc3ccc(NC(=O)NC4CCCCC4)cc3C(=O)N([C@H](C)CO)C[C@@H]2C)cc1 | 35% | -0.2 | 3% | -15% | 1 | -3% | -9% | 4%
CCN(C(=O)COC(=O)c1c(C)noc1C)C1CCS(=O)(=O)C1 (stereo unspecified) | -5% | 0.9 | 13% | 8% | 4 | -2% | 4% | 11%
COc1cccc(/C=C(/CC(=O)Nc2ccc(N3CCOCC3)cc2)c2nc3ccccc3s2)c1 | 14% | 0.6 | 6% | 1% | 16 | 8% | -4% | -2%
Cc1ccc(S(=O)(=O)N(CC(=O)Nc2ccccc2C(=O)O)c2ccccc2C)cc1 | 15% | -0.3 | 2% | -6% | -51* | -6% | -4% | -3%
O=S(=O)(Nc1ccc2c(c1)OCCO2)c1cccc(F)c1 | -12% | -0.2 | 2% | -17% | -7 | 5% | 6% | -3%
COc1ccc(S(=O)(=O)N(C)C[C@H]2Oc3ccc(NC(=O)NC4CCCCC4)cc3C(=O)N([C@H](C)CO)C[C@@H]2C)cc1 | ? | 0.2 | 7% | -20% | 1 | 0% | 4% | 4%
COc1ccc(NC(=O)CSc2nnc(Cn3cnc4ccccc43)o2)cc1 | 4% | -0.2 | -14% | -6% | 9 | -6% | -2% | 3%
O=C(CNC(=O)c1ccc(Br)o1)NCc1ccc(Cl)cc1 | 2% | -0.8 | -5% | -9% | 3 | -6% | -10% | 9%
Cc1c2n(c3ccccc13)CC/C2=N\O | -8% | -0.8 | -7% | -6% | -3 | -2% | -20% | 4%
CCN(CC)CCNC(=O)c1cc(-c2ccc(Br)s2)nc2ccccc12 | -11%&12% | 1.0 | -12%&-6% | -19% | -2 | -7% | 14% | -1%
CCn1cnc2c(oc3ccccc32)c1=O | 3% | 0.1 | 9% | -13% | -1 | -3% | -7%[57.1 µM] | 5%
